# Assay outcomes: PubChem BioAssay, several laboratories
# AddAB inh: less growth of phage-infected E. coli with AddAB; AID 435030; 0.29% of 330,000 active; E. coli expressing H. pylori AddAB, absorbance growth; inhibition, % at 11.9 µM; in the data active = inhibition above about 12%;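 also: 0% = vehicle wells of infected cells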
# Mot1-301 SUMO: inhibitors of SUMOylation pathway: yeast Mot1-301 growth rescue; S. cerevisiae Mot1-301 growth rescue, ATP luminescence, 38.5C; percent above DMSO median, 100 means doubled; growth rescue, % at 18.8 µM; 1% of 320,000 active;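 active = every valid replicate shows activation above 250% relative to neutral control wells; inactive = the rest, any valid replicate at or below 250%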;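 also: OY570 slx delta 5 strain wells were the positive control but not used for scaling; some compounds called inactive have numbers as strong as hits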
# PfHsp90 yeast 2: growth inhibition of yeast expressing Plasmodium Hsp90; S. cerevisiae expressing PfHsp90, BacTiter-Glo ATP, 48 h; yeast lacking PDR1 and PDR3 efflux regulators; inhibition, % at 9.4 µM; 0.32% of 310,000 active;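 active = every replicate shows inhibition above about 80%, whatever the replicate mean, limit read from the data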;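 also: 0% = DMSO neutral controls and 100% = 20 µM radicicol positive controls; yeast relying on Plasmodium falciparum Hsp90 in place of its own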
# MOR-DOR ag: OPRM1-OPRD1 heterodimerization agonism; P35372+P41143; cells, luminescence; activation, % at 9.3 µM; 0.3% of 340,000 active; AID 504326; in the data active = activation above about 18%;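 also: 0% = vehicle-treated cells and 100% = reference agonist; values of inactives mirror those of a sister screen read the other way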
# Pemphigus Ab inh: human desmoglein-3 autoantibody binding inhibition; DSG3-coupled beads, scFv-anti-DSG3-GFP binding, flow cytometry; stronger effect = lower value; binding (percent of control), % at 10 µM; 0.48% of 310,000 active; AID 588358;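 active = binding more than 3 SD below its plate's average and above zero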;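 also: hits lower antibody fragment binding to DSG3; some compounds called inactive have numbers as strong as hits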
# HTR5A ag: HTR5A agonism, opioid heterodimer counter-screen; HTR5A agonist assay, luminescence, cell-based; activation, % at 9.3 µM; 0.61% of 340,000 active; AID 504692; in the data active = activation mostly above about 9.5%, no sharp cut-off; inactive = mostly below about 7.6%;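 also: 0% = cells with vehicle only and 100% = reference agonist; strong numbers were not always called active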
# Target sequence (P47898 whole entry, looked up): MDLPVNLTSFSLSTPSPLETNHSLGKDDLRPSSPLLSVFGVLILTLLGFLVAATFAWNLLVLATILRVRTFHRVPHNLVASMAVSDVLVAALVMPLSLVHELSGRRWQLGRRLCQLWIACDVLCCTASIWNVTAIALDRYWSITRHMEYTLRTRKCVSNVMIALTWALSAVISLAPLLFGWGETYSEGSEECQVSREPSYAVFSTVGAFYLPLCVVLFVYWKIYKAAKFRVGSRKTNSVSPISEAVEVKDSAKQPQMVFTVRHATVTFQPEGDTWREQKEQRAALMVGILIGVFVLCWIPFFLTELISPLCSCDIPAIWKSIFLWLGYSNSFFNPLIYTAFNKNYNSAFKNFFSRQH
# HTR5A inv ag: inverse agonist of human HTR5A in OPRM1-OPRD1 counter-screen; P47898; HTR5A cell line, luminescence, inverse agonism; inhibition, % at 9.3 µM; 0.083% of 340,000 active; AID 504634; in the data active = inhibition mostly above about 23%, no sharp cut-off; inactive = mostly below about 18%;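 also: 0% = cells with DMSO and 100% = no-cell wells with DMSO; some compounds called inactive have numbers as strong as hits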
# OPRM1-OPRD1 inv: inverse agonists of human mu-delta opioid receptor heterodimerization | cell-based MOR-DOR heterodimer luminescence, inverse agonism | AID 504357 | inhibition, % at 9.3 µM | 0.21% of 340,000 active; in the data active = inhibition above about 22%, passing the limit was not always enough;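 also: 0% = cells with DMSO and 100% = wells without cells with DMSO; values of inactives mirror those of a sister screen read the other way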
# PKA-R1A activ: activates the PKA-R1A holoenzyme complex; 0.083% of 340,000 active; activation, % at 11.4 µM; P00514+P68181; PKA-R1A dissociation, Cy5-IP20 fluorescence polarization; scaled: DMSO 0%, 113 µM cGMP 100%; AID 504707;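 active = percent activation above the mean of all tested compounds plus 3 SD, cut at about 19% in these data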;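 also: higher means more PKAc released from R1A so a rise in polarization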
# phage Ecoli inh: E. coli growth loss with phage present. growth absorbance. 0.26% of 360,000 active. inhibition, % at 11.9 µM; in the data active = inhibition above about 11%
# Ecoli viability: counter-screen for AddAB inhibitors: E. coli growth inhibition. AID 449728. 0.27% of 330,000 active. inhibition, % at 11.9 µM. E. coli V3065 growth, OD600 absorbance, 18 h;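 active = inhibition above the campaign's mean inhibition across all tested compounds plus 3 SD, cut at about 9.9% in these data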;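 also: uninfected addAB+ strain grown without phage in ampicillin broth; 0% = DMSO wells and 100% = ciprofloxacin 0.95 µg/ml wells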
# Numbers without * were called inactive; . = no result given.
SMILES,AddAB inh,Mot1-301 SUMO,PfHsp90 yeast 2,MOR-DOR ag,Pemphigus Ab inh,HTR5A ag,HTR5A inv ag,OPRM1-OPRD1 inv,PKA-R1A activ,phage Ecoli inh,Ecoli viability
COCCCNC(=S)NNC(=S)Nc1cccc(Cl)c1,0.3,6,-16,.,90,.,.,.,.,3.1,0.2
CCC1=C2CC[C@H]3C(=O)N(C)C(=O)[C@H]3[C@H]2[C@@]2(Cc3ccccc3)C(=NCC(=O)OC)OC(=O)N2C1=O,0.2,5,-31,-2.3,108,12,-12,10,-3,2.3,-2.0
CC1(C)CNc2cc([N+](=O)[O-])ccc2S1,0.8,810*,5,4.0,106,5,-13,-29,-2,0.1,1.6
CC(=O)N(CCC(c1ccco1)C(C)C)Cc1ccc(OC(C)C)cc1 (configuration not stated),3.0,-4,22,8.7,.,10,-26,-43,0,0.4,0.5
Cc1ccc(OCCC(=O)OCC(=O)NC(=O)NC2CCCCC2)cc1,4.0,19,0,6.0,103,-3,9,-38,-6,-0.4,0.9
Cn1cc([N+](=O)[O-])c(C(=O)NCc2cc3ccccc3[nH]2)n1,5.5,7,-1,-1.4,129,3,-33,8,0,1.9,-0.2
Cc1ccc(NS(=O)(=O)c2ccc(C(=O)N3CCCN(C)CC3)cc2)cc1,2.9,10,-24,-1.2,.,1,-13,7,1,3.5,-0.7
Cc1ccc2c(c1C)C(=O)C(=O)N2,.,.,-6,-2.6,.,0,-2,13,6,3.2,.
COc1ccc(NC(=O)c2cccc([N+](=O)[O-])c2)cc1,4.2,12,-5,0.7,103,2,-7,-5,-11,3.2,1.6
NC(=O)NC(=O)CSc1nc2cc([N+](=O)[O-])ccc2n1-c1cccc(C(F)(F)F)c1,-0.5,13,-51,4.4,88,6,-16,-22,1,0.1,-1.3
COc1ccc(/C=C\C(=O)Oc2cccc(/C=N/NC(=O)Cc3ccc(OC)c(OC)c3)c2)cc1,1.2,-1,0,0.1,97,-1,-31,-1,-18,1.7,-1.4
N#CC(C#N)=C1C=CC=CN1/C(=C\c1ccco1)C(=O)c1ccc(-c2ccccc2)cc1,-1.0,125,-8,-2.9,88,-4,6,15,-11,3.5,1.2
OCC1OCOC2C(CO)OCOC12 (configuration not stated),.,.,0,-2.5,104,-2,5,13,-1,1.4,.
COc1ccc(C(=O)N/C(=C/c2cccs2)C(=O)NCCCn2ccnc2)cc1OC,3.1,-3,-7,-1.9,99,5,-36,11,-1,3.3,1.9
Cc1ccc(S(=O)(=O)NC(=O)c2cccc(C)c2)cc1,3.0,-9,-26,-1.7,102,-1,-5,9,3,-1.2,-1.1
CC(=O)n1cc([C@H]2C=C(C(N)=O)O[C@@H](OCc3ccc(CO)cc3)C2)c2ccccc21,1.8,-9,-4,-0.9,104,0,-7,4,-8,1.1,-1.2
Cc1ccc(C(C(=O)NC2CCCCC2)N2CCCC2)cc1 (configuration not stated),-2.5,-20,0,-2.9,103,-2,6,15,-6,1.8,-0.4
CCN(CC)S(=O)(=O)c1cc(C(=O)OCC(=O)Nc2ccc(-c3nc4ccc(C)cc4s3)cc2)ccc1F,0.6,5,-5,0.0,103,-2,-2,0,6,2.3,-1.7
c1ccc(-n2ncc3c2ncn2nc(-c4ccco4)nc32)cc1,-0.5,-5,7,3.5,93,3,-5,-20,-4,1.8,-2.5
COc1ccc(/C=C/C(=O)c2cc3cccc(OC)c3oc2=O)cc1,-1.4,245,5,-1.9,100*,-4,9,9,-6,-0.5,-2.0
O=C(NCCSCc1c(F)cccc1Cl)Nc1ccccc1,2.7,-8,9,-2.3,103,-1,2,10,-8,.,-2.1
Nc1[nH]n(-c2ccccc2)c(=O)c1N=Nc1ccccc1,-0.3,14,-24,1.2,93,-5,18,-6,1,1.1,0.3
CC(C)OCCCN1CC(=O)N2C(c3cccc([N+](=O)[O-])c3)c3[nH]c4ccccc4c3C[C@H]2C1=O (some centres not stated),-2.4,-10,-22,-2.3,95,7,-26,10,-5,-2.0,2.4
CC1CCCCN1C(=O)CN(C)S(=O)(=O)c1cccc2nsnc12 (configuration not stated),0.7,1,12,-2.5,.,1,1,13,-7,3.6,-0.7
CCn1c(SCC(=O)NC2CC2)nnc1-c1ccc(OC)cc1,-0.2,-27,1,-3.0,.,2,15,16,6,1.2,0.8

# Some of the entries above in another layout:
# Values run as follows: AddAB inh, Mot1-301 SUMO, PfHsp90 yeast 2, MOR-DOR ag, Pemphigus Ab inh, HTR5A ag, HTR5A inv ag, OPRM1-OPRD1 inv, PKA-R1A activ, phage Ecoli inh, Ecoli viability
CCC1=C2CC[C@H]3C(=O)N(C)C(=O)[C@H]3[C@H]2[C@@]2(Cc3ccccc3)C(=NCC(=O)OC)OC(=O)N2C1=O
→ 0.2, 5, -31, -2.3, 108, 12, -12, 10, -3, 2.3, -2.0
CC1(C)CNc2cc([N+](=O)[O-])ccc2S1
→ 0.8, 810*, 5, 4.0, 106, 5, -13, -29, -2, 0.1, 1.6
CC(=O)N(CCC(c1ccco1)C(C)C)Cc1ccc(OC(C)C)cc1 (configuration not stated)
→ 3.0, -4, 22, 8.7, ., 10, -26, -43, 0, 0.4, 0.5
Cc1ccc(OCCC(=O)OCC(=O)NC(=O)NC2CCCCC2)cc1
→ 4.0, 19, 0, 6.0, 103, -3, 9, -38, -6, -0.4, 0.9
Cn1cc([N+](=O)[O-])c(C(=O)NCc2cc3ccccc3[nH]2)n1
→ 5.5, 7, -1, -1.4, 129, 3, -33, 8, 0, 1.9, -0.2
Cc1ccc(NS(=O)(=O)c2ccc(C(=O)N3CCCN(C)CC3)cc2)cc1
→ 2.9, 10, -24, -1.2, ., 1, -13, 7, 1, 3.5, -0.7

# New compounds follow.
SMILES,AddAB inh,Mot1-301 SUMO,PfHsp90 yeast 2,MOR-DOR ag,Pemphigus Ab inh,HTR5A ag,HTR5A inv ag,OPRM1-OPRD1 inv,PKA-R1A activ,phage Ecoli inh,Ecoli viability
CCCCC(=O)N1C/C=C\C(c2ccc(OC)cc2)N(Cc2ccc(F)cc2)C(=O)[C@H]1Cc1ccccc1 (some centres not stated),1.6,-15,-16,1.2,101,0,-55,-7,-11,.,3.4
O=C(NCc1ccccc1)c1nc[nH]c1C(=O)N1CCN(c2ccccc2)CC1,0.1,-13,.,-2.9,101,1,14,16,-5,1.1,-0.9
c1ccc(-c2cn3c(n2)CCC3)cc1,2.4,20,-44,-1.8,109,2,-1,8,-3,2.4,0.4
Cc1cccc(N2CCN(S(=O)(=O)c3c(C)nc4scc(C)n4c3=O)CC2C)c1 (configuration not stated),-0.8,188,-8,1.3,.,0,-25,-8,9,-1.3,-0.6
Cc1ccc(-c2cc(Cc3ccc(F)cc3)c(=O)[nH]n2)cc1,5.8,3,-9,.,100,.,.,.,.,0.2,3.6
O=C(Nc1ccncc1)c1cc(F)cc(F)c1,2.6,-9,9,2.5,104,5,13,-15,-7,1.0,2.6
CCC(=O)Nc1sc2c(c1C#N)CCCCC2,-0.5,7,-8,-2.9,110,5,-13,16,-6,2.6,-1.3
CCN1CCC(NC(=O)Nc2ccc(F)cc2)CC1,1.3,-2,2,-0.7,96,0,0,3,-4,2.1,-0.6
O=C(Cc1cccc2ccccc12)Nc1ccccc1C(=O)O,4.0,1,.,-2.8,86,-6,16,14,3,-1.1,1.2
Cn1c(=O)c([N+](=O)[O-])c(NCC(O)c2ccccc2)c2ccccc21 (configuration not stated),1.0,-6,16,-2.1,99,4,-5,11,-5,2.4,0.4
CC1(C)CC(=O)C(C=NC2CC(C)(C)NC(C)(C)C2)=C(O)C1,1.9,2,3,-1.6,99,8,-19,9,-7,-0.5,-1.4
COc1cc(NC(=O)COc2ccc(Cl)cc2)ccc1-c1cc2ccccc2oc1=O,-0.6,-3,-20,-0.5,94,4,-3,3,-11,2.8,-2.1
O=C(CN1CCN(Cc2ccc(Cl)cc2)CC1)N1CCc2ccccc21,0.8,54,-2,-0.8,105,3,14,4,-6,0.7,-0.9
COc1ccc(-c2noc(CCC(=O)NCCCN3CCN(c4ccccc4F)CC3)n2)cc1,3.3,-6,.,0.1,86,1,-9,-1,-12,4.3,-1.9
O=C(Cn1nnc2ccccc2c1=O)Nc1cc(C(F)(F)F)ccc1N1CCOCC1,2.7,129,-82,-0.9,.,-4,9,4,-9,2.5,-0.2
CC(=O)c1cccc(NC(=O)NC(C)c2ccncc2)c1 (configuration not stated),5.3,5,12,0.1,.,4,-13,0,-7,1.8,-0.8
CCOC(=O)CNC(=O)CSc1nc(N(C)C)nc(N2CCOCC2)n1,4.4,-2,7,2.8,.,11*,-11,-13,-4,2.1,-0.5
CC(C)c1ccc(NC(=S)NN2C(C)CCCC2C)cc1 (configuration not stated),1.3,0,-13,.,.,.,.,.,.,3.7,0.6
O=C(COc1ccc(S(=O)(=O)Nc2ccccc2)cc1)NCc1ccccn1,.,-1,-3,-0.7,113,4,-16,4,-4,1.1,.
O=C(Cc1ccccc1)Nc1ccc2oc(-c3ccncc3)nc2c1,0.2,-11,13,-1.4,99,4,-3,6,-11,0.1,-3.4
Cn1c(=O)[nH]c(=O)c2c1nc1n2CCCN1Cc1ccccc1,5.5,8,.,.,104,.,.,.,.,1.1,4.6
COc1ccc(C)cc1NC(=O)CCNS(=O)(=O)c1cccc(C(F)(F)F)c1,2.0,31,-10,-1.2,100,5,-13,6,2,0.5,0.3
Cc1cc(OC(F)F)ccc1NC(=O)Nc1ccc([N+](=O)[O-])cc1,11,-6,22,5.9,99,-2,6,-31,-1,13*,9.2
CCN(C(=O)c1cccnc1SC)C12CC3CC(CC(C3)C1)C2,0.6,8,-9,5.5,121,-1,-1,-39,-9,-0.4,1.2
COc1cc(NC(=O)COC(=O)CNC(=O)c2ccc(Cl)cc2)c(C)cc1[N+](=O)[O-],4.3,161,-7,1.8,124,1,-25,-10,-7,1.5,-1.5
O=C(NCCCN1CCC(Cc2ccccc2)CC1)C1CC(=O)N(C2CCCCCC2)C1 (configuration not stated),0.1,-13,8,1.7,108,-1,-28,-9,-6,1.6,-2.1

# Grouped by structure: the compounds so far with a thiophene ring, fused or not.
SMILES,AddAB inh,Mot1-301 SUMO,PfHsp90 yeast 2,MOR-DOR ag,Pemphigus Ab inh,HTR5A ag,HTR5A inv ag,OPRM1-OPRD1 inv,PKA-R1A activ,phage Ecoli inh,Ecoli viability
COc1ccc(C(=O)N/C(=C/c2cccs2)C(=O)NCCCn2ccnc2)cc1OC,3.1,-3,-7,-1.9,99,5,-36,11,-1,3.3,1.9
CCC(=O)Nc1sc2c(c1C#N)CCCCC2,-0.5,7,-8,-2.9,110,5,-13,16,-6,2.6,-1.3

# Arranged by the number under phage Ecoli inh (falling): 3 from the list above
Compound | AddAB inh | Mot1-301 SUMO | MOR-DOR ag | Pemphigus Ab inh | OPRM1-OPRD1 inv | PKA-R1A activ | phage Ecoli inh
Cc1cc(OC(F)F)ccc1NC(=O)Nc1ccc([N+](=O)[O-])cc1 | 11 | -6 | 5.9 | 99 | -31 | -1 | 13*
Cc1ccc(NS(=O)(=O)c2ccc(C(=O)N3CCCN(C)CC3)cc2)cc1 | 2.9 | 10 | -1.2 | . | 7 | 1 | 3.5
CC1(C)CNc2cc([N+](=O)[O-])ccc2S1 | 0.8 | 810* | 4.0 | 106 | -29 | -2 | 0.1

# Rows are unselected; about 3.2% have a hit in one of these screens.
